SUMO HTRF inh = blocks human SUMOylation mediated by UBC9; P63279; HTRF SUMOylation assay, SAE1/SAE2 + UBC9, in vitro; inhibition, % at 35 µM; 290,000 compounds, 0.36% hits; AID 2006; in the data active means inhibition above about 50%, passing the limit was not always enough; further: strong numbers were not always called active
Target sequence (P63279 whole entry, looked up): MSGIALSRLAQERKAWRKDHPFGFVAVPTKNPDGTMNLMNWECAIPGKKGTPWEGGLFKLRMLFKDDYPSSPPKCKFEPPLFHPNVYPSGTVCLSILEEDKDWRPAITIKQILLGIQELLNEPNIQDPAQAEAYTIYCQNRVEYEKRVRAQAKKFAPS
NS3 helicase inh = inhibitors of Hepatitis C virus NS3 helicase. AID 1800. 290,000 compounds, 0.56% hits. NS3 helicase DNA unwinding, Cy5 molecular beacon fluorescence. inhibition, % at 10.9 µM;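 active means inhibition above the mean of all tested compounds plus 3 SD, set per campaign, cut at about 35% in these data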;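 further: 0% = DMSO wells and 100% = thioflavine S control wells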
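System: HCV NS3 helicase fragment; control set: DMSO and thioflavine S; technique: Cy5 fluorescence at 0 and 60 min, beacon hairpin quenching; reagent: beacon DNA duplex substrate plus ATP; replicates: singlicate; schedule: 1 h reaction at 25 °C, ATP-initiated; medium: MOPS buffer pH 6.5 with MgCl2, DTT, Tween20, BSA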
MEKK2 WT-MEK5 = raises or lowers MEK5 binding to wildtype human MEKK2 PB1 domain. Q9Y2U5. bead flow cytometry, Alexa488-MEK5 binding to MEKK2 WT; actives lie on both sides. binding response (% of control), % at 10 µM. 290,000 compounds, 1.1% hits. AID 1531; in the data active means binding response below about 67% or above about 130%
M18AAP inhibitor = PfM18AAP enzyme inhibition | inhibition, % at 7.35 µM | 290,000 compounds, 1.2% hits | recombinant PfM18AAP, H-Glu-NHMec fluorogenic cleavage | AID 1822;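 active means inhibition above the campaign mean inhibition over all tested compounds plus 3 SD, cut at about 28% in these data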;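 further: 0% = plate median of test compound wells and 100% = 2 mM ZnCl2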
DNA FID counter = fluorescent intercalator displacement, NS3 helicase counter-screen. DNA fluorescent intercalator displacement, fluorescence. inhibition, % at 7.9 µM. 290,000 compounds, 0.17% hits. AID 1845; in the data active means inhibition above about 37%;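 further: 0% = vehicle and 100% = reference compound; higher means more ethidium bromide displaced from hairpin DNA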
NALP1 inh = inhibitors of NALP1 inflammasome in yeast; 280,000 compounds, 0.61% hits; S. cerevisiae NALP1/ASC/caspase-1 growth, X-gal OD620, 72 h; inhibition, % at 10 µM; in the data active means inhibition mostly above about 24%, no sharp cut-off; inactive means mostly below about 32%; further: some compounds called inactive have numbers as strong as hits
MEKK2 mut-MEK5 = signal of MEK5 binding to mutant human MEKK2 PB1 domain; percent response, % at 10 µM; bead flow cytometry, Alexa488-MEK5 binding to MEKK2 mutant; 290,000 compounds, 0.35% hits; in the data active means percent response above about 24%, passing the limit was not always enough; further: inactives centre near 1; some results filed as inactive read as strong as hits
VIM-2 inhibitor = blocks Pseudomonas aeruginosa VIM-2 metallo-beta-lactamase | purified VIM-2, nitrocefin hydrolysis, epi-absorbance fluorescence | inhibition, % at 5.6 µM | 290,000 compounds, 0.89% hits;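 active means inhibition above the mean of all tested compounds plus 3 SD, cutoff set per screening run, cut at about 7.5% in these data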;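 further: red hydrolysis product quenches plate fluorescence so inhibitors raise well fluorescence; 0% = enzyme with DMSO and 100% = DMSO without enzyme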
IMP-1 inh = blocks Pseudomonas aeruginosa IMP-1 metallo-beta-lactamase; AID 1556; purified IMP-1, nitrocefin hydrolysis, epi-absorbance fluorescence; 290,000 compounds, 0.45% hits; inhibition, % at 5.6 µM;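 active means inhibition above the mean plus 3 SD of all compounds in the same screening run, cut at about 4.5% in these data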;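 further: 0% = IMP-1 with DMSO and 100% = DMSO wells lacking enzyme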
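System – purified recombinant IMP-1 beta-lactamase · Input – IMP-1 dispensed at 0.2 nM · Timing – 15 min preincubation plus 25 min reaction at 25 °C · Signal – Epi-absorbance fluorescence, 480 nm excitation, 530 nm emission · Measure – percent IMP-1 inhibition derived from blank-referenced optical density · Controls – Enzyme-plus-DMSO low control, enzyme-free DMSO high control · Replication – singlicate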
The depositor's hits bear a star; nt = not tested or not shown.

SMILES	SUMO HTRF inh	NS3 helicase inh	MEKK2 WT-MEK5	M18AAP inhibitor	DNA FID counter	NALP1 inh	MEKK2 mut-MEK5	VIM-2 inhibitor	IMP-1 inh
Cc1cc([N+](=O)[O-])ccc1NCc1cccc2ccccc12	nt	-8	96	2	5	nt	1	-7.7	-1.9
CC1CC1C(=O)OCC(=O)Nc1cccc(S(=O)(=O)NC2=NCCCCC2)c1 (centres undefined)	17	-4	79	1	-18	-1	-17	-1.2	-1.9
CCN(CC)CCN1C(=O)C(=O)/C(=C(/O)c2ccc(S(=O)(=O)N3CCOCC3)cc2)C1c1ccc(Cl)cc1 (centres undefined)	12	-3	96	8	-11	10	-1	-3.6	-2.5
CC(C)(C)C(=O)c1sc(Nc2ccccc2)nc1N	22	-28	103	-7	-14	39	5	-0.6	2.9
Nc1nc2nc(-c3ccc(Cl)cc3)cc(C(F)(F)F)n2n1	36	-12	98	-13	1	9	4	4.2	2.5
COC(=O)c1ccncc1C(=O)Nc1ccc(F)cc1	12	-3	97	-13	-10	6	-2	0.8	0.1
COc1ccccc1N1CCN(C(=O)c2cc(-c3ccc4c(c3)OCO4)on2)CC1	0	-6	105	1	-2	6	5	0.0	-3.4
O=C(NC(Cc1c[nH]c2ccccc12)C(=O)O)/C(=C/c1ccco1)NC(=O)c1ccccc1 (centres undefined)	-4	16	96	-1	-31	1	-2	-0.6	0.0
Cc1ccccc1N=C(NO)c1nonc1N	-3	6	96	29*	0	-3	-7	-5.4	-2.1
Cn1c(N)c(C(=O)c2cc(-c3ccccc3)nc3ccccc23)c(=O)n(C)c1=O	24	2	102	-15	3	26	-2	0.2	-1.2
COc1cc(OC)cc(C(=O)N[C@H](C(=O)OCC(=O)NC(=O)NC(C)(C)C)C(C)C)c1	5	-11	93	-2	-34	8	-3	0.2	-0.3
O=C(Nc1ccc(C(F)(F)F)cc1)C1(c2ccccc2)CC1	0	2	99	-10	-1	13	0	-0.9	-2.6
CCN1C(=O)/C(=C\N2CCN(c3ccc(F)cc3)CC2)SC1=S	9	8	108	3	0	3	6	0.6	-0.7
CCOC(=O)c1nn(-c2ccc(C)cc2)c2nc(Nc3ccccc3)cc(=O)n12	44	5	99	11	-29	11	0	-0.1	0.5
COC(=O)CCC(=O)Nc1ccccc1C(N)=O	18	-6	103	11	-6	3	5	-2.0	-3.6
O=c1n(-c2ccccc2)c(=O)n2n1CC(O)C2	-36	11	103	-1	-1	2	6	-2.8	-1.1
COC(=O)c1ccccc1NC(=O)COc1ccc2c(c1)OCO2	-19	17	91	11	-23	16	-6	0.9	-0.6
Cc1oc2c(CN3CCCC(C)C3)c(O)ccc2c(=O)c1-c1ccccc1 (centres undefined)	32	-12	106	-3	-2	17	12	-1.9	-0.6
OCC1(CCc2ccccc2)CCN(Cc2cc(Cl)ccc2O)CC1	9	-13	103	-11	10	12	1	0.6	-2.0
N/C(=N\OC(=O)C12CC3CC(CC(C3)C1)C2)c1cccnc1	-8	-2	102	2	-7	0	3	-2.1	-3.4
Cc1cccc(CN2CCN(C(=O)c3ccccc3F)CC2)c1	15	4	104	0	-6	16	2	-1.7	-2.4
O/N=C(\c1ccc(Cl)cc1)c1ncc(C(F)(F)F)cc1Cl	1	4	103	9	-6	4	4	-1.6	-3.0
COc1ccc(OC)c(NC(=O)C2CC(/C=C/c3ccccc3)=NO2)c1 (centres undefined)	1	0	104	-7	-18	28	1	1.1	-0.4
O=C(NCc1cccnc1)c1ccc(-c2cccc(Cl)c2Cl)o1	12	-5	84	3	-15	9	-10	-1.1	1.3
CSc1nnc(-c2ccccc2)o1	18	4	108	-1	0	2	7	-1.4	-2.0
CC1CCN(CCCNC(=O)c2ccc(CSCc3cccc(Cl)c3)o2)CC1	5	-13	136	-8	16	17	20	-3.5	-4.6
CC(C)C(=O)NNC(=O)CC(=O)Nc1ccccc1C(=O)O	7	-4	104	4	0	-8	3	-3.4	-3.0
COc1ccc(NC(=O)c2noc3c2CCCCC3)cc1	9	12	102	4	-14	13	6	-1.5	-2.9
CCN(CC)C(=O)c1c(C)[nH]c(=S)c(C#N)c1-c1ccco1	7	32	74	56*	-16	12	-13	-1.4	2.0
Cc1cc(N2CCCCC2)n2nc(C)c(-c3ccccc3)c2n1	3	0	101	5	-15	4	3	-1.4	-1.8

Taken from above:
Value of CC(C)C(=O)NNC(=O)CC(=O)Nc1ccccc1C(=O)O under SUMO HTRF inh: 7
Value of O=C(NCc1cccnc1)c1ccc(-c2cccc(Cl)c2Cl)o1 under IMP-1 inh: 1.3

New compounds follow:
SMILES	SUMO HTRF inh	NS3 helicase inh	MEKK2 WT-MEK5	M18AAP inhibitor	DNA FID counter	NALP1 inh	MEKK2 mut-MEK5	VIM-2 inhibitor	IMP-1 inh
c1ccc2c(c1)[nH]c1c(N3CCCC3)ncnc12	23	5	100	2	19	11	7	2.8	-0.6
Cc1ccc(C)c(NC(=O)c2cnn(-c3ccccc3)c2C)c1	-2	-1	103	-10	-18	33	1	1.8	-0.2
Cc1nn(Cc2ccccc2)c(C)c1NC(=O)c1cc(-c2cccs2)on1	1	-8	96	-1	-24	-14	1	-0.9	-0.8
Cc1nn(C(=O)c2cccs2)c(C)c1CN1C(=O)c2ccccc2C1=O	9	1	100	-2	2	2	2	-4.8	-8.1
S=C(NCc1ccccc1)NCc1ccc(CNC(=S)NCc2ccccc2)cc1	13	-12	88	-3	6	11	-6	-1.3	-0.7
CCCn1c(SCC(=O)Nc2nc(-c3ccc(OC)cc3)cs2)nc2c1c(=O)n(C)c(=O)n2C	-9	4	100	-2	-5	15	2	-8.7	-2.6
CC(C)c1onc(C(=O)N(C)Cc2ccccc2)c1[N+](=O)[O-]	-21	-3	108	-9	-5	53*	4	-2.1	-2.6
CCc1ccc(OCC(=O)O/N=C(\N)Cc2ccc([N+](=O)[O-])cc2)cc1	-24	-17	98	-6	-3	18	-2	-1.5	-3.3
CC(=O)c1cc(C#N)c(SCC(=O)O)nc1C	0	-2	100	-9	-5	-6	3	-0.9	-5.2
CCc1nnc(NS(=O)(=O)c2ccc(NC(=S)NC(=O)c3ccc(F)cc3)cc2)s1	12	25	100	8	-26	-3	-1	-3.8	-1.9
CCCCOc1ccc(-c2nnc(-c3ccncc3)o2)cc1	32	-6	115	-3	-10	16	4	0.8	-2.6
CCCC(CCC)C(=O)Nc1ccc2c(c1)N(C(=O)CN1CCN(C)CC1)c1ccccc1CC2	14	-56	98	-5	49*	9	-6	2.5	0.2
COc1ccc(-c2nnc(NC(=O)c3ccc(S(=O)(=O)N4COCC4(C)C)cc3)o2)cc1	-22	8	nt	11	-17	-19	nt	-3.0	-2.6
CS(=O)(=O)Nc1ccc(C(=O)NCCSc2ccc(Cl)cc2)cc1	5	-5	107	2	-1	15	3	-2.5	-2.6
O=C(Nc1nc2ccccc2s1)c1ccc2c(c1)S(=O)(=O)c1ccccc1C2=O	19	-7	101	1	-2	8	4	-3.0	-1.6
CCn1c(SCC(=O)N/N=C/c2ccc(C)o2)nnc1-c1ccccc1	-4	9	98	12	-33	30	-3	-2.8	0.6
Cc1cc2c(N=NC(=O)CCc3ccccc3)c(O)[nH]c2cc1Br	16	-2	99	-3	1	-30	-2	-2.3	-1.2

A different layout for 7 compounds above.
Structure | SUMO HTRF inh | NS3 helicase inh | MEKK2 WT-MEK5 | M18AAP inhibitor | DNA FID counter | NALP1 inh | MEKK2 mut-MEK5 | VIM-2 inhibitor | IMP-1 inh
Cc1ccc(C)c(NC(=O)c2cnn(-c3ccccc3)c2C)c1 | -2 | -1 | 103 | -10 | -18 | 33 | 1 | 1.8 | -0.2
Cc1nn(Cc2ccccc2)c(C)c1NC(=O)c1cc(-c2cccs2)on1 | 1 | -8 | 96 | -1 | -24 | -14 | 1 | -0.9 | -0.8
Cc1nn(C(=O)c2cccs2)c(C)c1CN1C(=O)c2ccccc2C1=O | 9 | 1 | 100 | -2 | 2 | 2 | 2 | -4.8 | -8.1
S=C(NCc1ccccc1)NCc1ccc(CNC(=S)NCc2ccccc2)cc1 | 13 | -12 | 88 | -3 | 6 | 11 | -6 | -1.3 | -0.7
CCCn1c(SCC(=O)Nc2nc(-c3ccc(OC)cc3)cs2)nc2c1c(=O)n(C)c(=O)n2C | -9 | 4 | 100 | -2 | -5 | 15 | 2 | -8.7 | -2.6
CC(C)c1onc(C(=O)N(C)Cc2ccccc2)c1[N+](=O)[O-] | -21 | -3 | 108 | -9 | -5 | 53* | 4 | -2.1 | -2.6
CCc1ccc(OCC(=O)O/N=C(\N)Cc2ccc([N+](=O)[O-])cc2)cc1 | -24 | -17 | 98 | -6 | -3 | 18 | -2 | -1.5 | -3.3

Bioassay records (PubChem BioAssay)
